tuberculosis growth – growth inhibition of non-replicating M. tuberculosis (AID 488890); one-dose inhibition, % at 25 µM; IC50 in µM for titrated hits; Mycobacterium tuberculosis non-replicating, growth inhibition; higher % means a stronger effect; 320,000 tested, 0.39% active; in the data active means a potency from the dose series; inconclusive means inhibition mostly from about 82% at the one dose, without a potency; inactive means the rest, 99 in 100 with inhibition below about 76%;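 further: plate controls were DMSO cells for no effect and high antibiotic wells for full effect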
M. tuberculosis HTS – M. tuberculosis growth inhibition, HTS (AID 449762); inhibition, % at 25 µM; hits with a dose series show IC50 in µM; 330,000 tested, 0.59% active; M. tuberculosis H37Rv growth inhibition, 7H9 media; higher % means a stronger effect; in the data active means a potency from the dose series; inconclusive means inhibition above about 70% without an active follow-up result;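 further: bacterial growth assessed after seven days of incubation; strong numbers were not always called active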
inhibitors of VEEV – inhibitors of VEEV TC-83 cytopathic effect, confirmation, Vero cells (AID 588727). inhibition, % at 20 µM, or IC50 in µM where a hit was titrated. Vero cells, VEEV TC-83 cytopathic effect inhibition; higher % means a stronger effect. 350,000 tested, 0.13% active; in the data active means a potency from the dose series; inconclusive means inhibition mostly from about 14% at the one dose, without a potency; inactive means the rest, 99 in 100 with inhibition below about 12%; further: strong numbers were not always called active
influenza NS1A – NS1A inhibition, H1N1 influenza, cell based functional assay (AID 504329); 340,000 tested, 0.3% active; NS1A functional cell-based assay, percent inhibition; higher % means a stronger effect; one-dose inhibition, % at 12.5 µM; IC50 in µM for titrated hits; in the data active means a potency from the dose series; inconclusive means inhibition above about 27% without an active follow-up result; further: strong numbers were not always called active
Salmonella PhoP GFP – PhoP regulon inhibitors, Salmonella typhi PhoP promoter GFP reporter, confirmatory (AID 1850); Salmonella Typhi PhoP-promoter GFP reporter, fluorescence, 4 h; higher % means a stronger effect; 310,000 tested, 0.33% active; one-dose inhibition, % at 50 µM; IC50 in µM for titrated hits; in the data active means a potency from the dose series; inconclusive means inhibition mostly from about 25% at the one dose, without a potency; inactive means the rest, 99 in 100 with inhibition below about 19%;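 further: 0% = induced wells with vehicle and 100% = uninduced wells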
inhibitors of VEEV 10K pilot screen – recorded beside inhibitors of VEEV, whose call it bears; inhibition, %; measured here: 10K pilot screen inhibition
* = called active by the depositor; i = inactive; ? = inconclusive; · = not tested or not shown.

SMILES	tuberculosis growth	M. tuberculosis HTS	inhibitors of VEEV	influenza NS1A	Salmonella PhoP GFP	others
CCOc1ccc(CN2CCN(Cc3cccc4nonc34)CC2CCO)cc1 (stereo unspecified)	6%	3%	0.5%	-5%	-2%
CCOC(=O)C1CCC2(CC1)C(C#N)=C(N)Oc1n[nH]c(C)c12 (stereo unspecified)	5%	-7%	i	-2%	6%
CSc1ccc(-c2sc(Nc3ccccc3)n[n+]2-c2ccc(F)cc2)cc1	·	-7%	6.3%	8%	1%
C=CCNC(=S)Nc1ccc(OC(=O)Nc2ccc(Cl)c(Cl)c2)cc1	·	·	3.3%	-4%	·
COc1cccc(NC(=O)C(OC(=O)c2ccc([N+](=O)[O-])o2)c2ccccc2)c1 (stereo unspecified)	?	12%	i	-6%	1%
Cc1nnc(NC(=O)CSc2nc3ccccc3o2)s1	?	52%	i	-23%	-1%
Cc1ccc(Oc2ccc(Cl)cc2NC(=O)c2ccc(F)cc2F)cc1	27%	8%	0.2%	-11%	0%
Cc1cc(=O)[nH]c(N2CCCC2)n1	·	0%	3.3%	2%	0%
CSc1nnc(NC(=O)c2cccc(S(=O)(=O)N3CCOCC3)c2)s1	-6%	-15%	2.0%	10%	-4%
CCOC(=O)c1nc(NCc2ccccc2)c2ccccc2n1	3%	3%	4.5%	9%	1%
Cc1ccc(NC(=O)c2cccc(S(=O)(=O)N(C)C3CCCCC3)c2)nc1	26%	-5%	10%	2%	12%
COc1ccc(NC(=S)Nc2ccccc2Cl)cn1	40%	-4%	0.5%	-19%	-1%
O=C(NC(=S)N1CCN(c2ccc([N+](=O)[O-])cc2Cl)CC1)c1ccco1	0%	7%	i	-3%	-4%
CCn1c(C)cc(C=C2C(=O)c3ccccc3C2=O)c1C	·	·	3.1%	2%	·
CCC(=O)N1CCN(c2ccc(NC(=O)c3ccccc3)cc2)CC1	4%	-1%	0.7%	-12%	-2%
Cc1ccccc1CSc1nnc(NC(=O)Cc2cccs2)s1	5%	2%	1.3%	-2%	-17%
O=C1CCC(C(=O)OCc2cc(Cl)ccc2OC(F)F)N1 (stereo unspecified)	-9%	-7%	0.4%	1%	-5%
COc1cccc(NC(=O)CSc2ccc(-c3sc(C)nc3C)nn2)c1	57%	-1%	9.8%	3%	-4%
Cc1cc(=O)[nH]n(CCO)c1=O	-6%	-8%	1.0%	9%	1%
O=C(O)CCn1nnc2ccccc21	-3%	0%	0.3%	0%	-2%
CC(=O)Nc1cccc(NC(=O)Nc2cccc(Cl)c2C)c1	24%	-7%	1.3%	-3%	-6%	inhibitors of VEEV 10K pilot screen=0.8
Cc1ccccc1N1C(=O)CC(c2c[nH]c3ccccc23)C1=O (stereo unspecified)	10%	-12%	0.9%	-11%	-4%
CCOc1ccc(C(=O)NC2CCN(C(=S)Nc3ccccc3C)CC2)cc1	-2%	6%	i	-7%	-2%
Cc1cc(-c2nc3ncccc3o2)ccc1NC(=O)CC(C)C	·	-12%	1.7%	29%	-3%
CC(C)(C)c1ccc2c(c1)C(=O)c1ccccc1C2=O	39%	13%	0.3%	15%	11%
NC(=O)CSP(=O)(c1ccccc1)c1ccccc1	-4%	-8%	i	-7%	0%
Cc1c(-c2ccccc2)sc(Br)c1C(=O)N1CCOCC1	31%	-3%	0.2%	-2%	0%	inhibitors of VEEV 10K pilot screen=0.0
O=S(=O)(Nc1nc2ccccc2nc1NCc1ccco1)c1cccs1	23%	-7%	1.2%	6%	-10%
C[n+]1cn(Cc2cc(Cl)ccc2OC(F)F)c2ccccc21	-8%	-4%	i	-5%	6%
COc1ccc(C(CC(=O)O)NC(=O)COc2cc(C)ccc2C)cc1OC (stereo unspecified)	10%	1%	0.3%	·	-15%

Arranged by heavy-atom count (rising): some entries from above.
SMILES	tuberculosis growth	M. tuberculosis HTS	inhibitors of VEEV	influenza NS1A	Salmonella PhoP GFP	others
CC(=O)Nc1cccc(NC(=O)Nc2cccc(Cl)c2C)c1	24%	-7%	1.3%	-3%	-6%	inhibitors of VEEV 10K pilot screen=0.8
Cc1cc(-c2nc3ncccc3o2)ccc1NC(=O)CC(C)C	·	-12%	1.7%	29%	-3%
O=S(=O)(Nc1nc2ccccc2nc1NCc1ccco1)c1cccs1	23%	-7%	1.2%	6%	-10%

More records.
SMILES	tuberculosis growth	M. tuberculosis HTS	inhibitors of VEEV	influenza NS1A	Salmonella PhoP GFP	others
O=C(c1c(F)cccc1F)N1CCCC1	1%	2%	0.8%	-16%	6%
CCN(C(=O)CSc1nnc(Nc2ccccc2)s1)C1CCS(=O)(=O)C1 (stereo unspecified)	-1%	-2%	0.7%	-7%	11%
S=c1[nH]nc(-c2ccco2)n1/N=C/c1ccc(Cl)cc1	1%	5%	3.0%	-1%	-6%
COc1ccc(N2CC(C(=O)NCCc3ccc(Cl)cc3)CC2=O)cc1 (stereo unspecified)	-13%	3%	0.2%	0%	10%
COC(=O)C1=NN[C@H](C(=O)OC(C)(C)C)[C@H]1c1ccccc1	1%	-2%	i	-3%	6%
O=C(Nc1ccc2oc(-c3ccccc3)nc2c1)c1cc(-n2cnnc2)ccc1Cl	16%	41%	6.4%	-8%	-18%
CCC(C)c1nc2c(c(N3CCC3=O)c1-c1ccccc1)CCCC2 (stereo unspecified)	22%	5%	0.2%	-4%	3%
Cc1ccc(NC(=O)NCc2nc3ccccc3n2C)cc1	-1%	-3%	0.3%	-2%	15%
Nc1ccc(O)c2c(=O)cc(-c3ccccc3Cl)oc12	·	3%	i	13%	-7%
NC(=S)N/N=C/c1coc2ccc(O)cc2c1=O	5%	-3%	2.8%	-27%	3%
FC(F)(F)c1cc(N2CCOCC2)nc(-c2ccccc2)n1	20%	-1%	i	6%	-5%
Brc1cccc(/C=N\n2cnnc2)c1	-4%	5%	i	0%	4%
CC(C)(C)NC(=O)COC(=O)c1cc(F)c(F)cc1Cl	77%	?	0.9%	4%	-10%
COc1ccccc1-n1nc(C)c(-c2ccccc2)c1N	10%	4%	0.7%	-12%	1%
CCCN(C(=O)C(C)Oc1cccc(Cl)c1)c1c(N)n(Cc2ccccc2)c(=O)[nH]c1=O (stereo unspecified)	12%	0%	0.6%	16%	6%

Next section, overlapping the part above by 2 compounds.
SMILES	tuberculosis growth	M. tuberculosis HTS	inhibitors of VEEV	influenza NS1A	Salmonella PhoP GFP	others
COc1ccccc1-n1nc(C)c(-c2ccccc2)c1N	10%	4%	0.7%	-12%	1%
CCCN(C(=O)C(C)Oc1cccc(Cl)c1)c1c(N)n(Cc2ccccc2)c(=O)[nH]c1=O (stereo unspecified)	12%	0%	0.6%	16%	6%
CC(=O)N/N=C(\N)c1nonc1N	-14%	0%	0.9%	·	-1%
CC(=O)c1cccc(NC(=O)c2cc(-c3ccc(F)cc3)on2)c1	23%	5%	3.9%	-13%	-10%
O=C(N/C(=C/c1cccs1)C(=O)N1CCOCC1)c1ccccc1	-5%	-1%	0.8%	-1%	5%
Cc1ccc(S(=O)(=O)N2CCC(NC(=O)c3ccccc3)CC2)cc1	-3%	-3%	1.4%	-4%	12%
N#Cc1ccccc1/C=N/Nc1nc(-c2ccccc2)c2cc(Br)ccc2n1	-16%	6%	5.0%	-28%	10%
Clc1ccc(COc2ccccn2)cc1Cl	4%	-1%	0.8%	-8%	5%
Cc1ccc(NCc2nnc(SCCN3CCCCC3)n2CC2CCCO2)cc1Cl (stereo unspecified)	16%	-10%	1.3%	-1%	5%
Cn1c(/C=C/c2ccc(Cl)cc2Cl)c([N+](=O)[O-])c(=O)n(C)c1=O	30%	-3%	53%	-28%	2%
CN1OC[C@@H]2CN(C(=O)CCc3ccccc3)[C@H](c3cccc(-c4ccccc4)c3)C[C@@H]21	·	·	0.5%	-1%	·
CCC1(c2ccc(F)cc2)NC(=O)N(CC(=O)N2CCN(C(=O)c3ccco3)CC2)C1=O (stereo unspecified)	6%	-3%	1.8%	0%	·
COC(=O)c1ccc(NC(=S)NC2CCCCC2C)cc1 (stereo unspecified)	?	9%	6.2%	-10%	-4%
CC(C(=O)Nc1ccc2c(c1)OCCO2)N1CCN(C(=O)c2ccco2)CC1 (stereo unspecified)	2%	-4%	0.5%	1%	1%
O=C(NC(C(=O)N/N=C/c1cccc2ccccc12)c1n[nH]c(=O)c2ccccc12)c1ccccc1 (stereo unspecified)	30%	53µM*	5.8%	3%	1%
O=C1CC(=O)N2N=C(c3ccc([N+](=O)[O-])cc3)SC2=N1	0%	6%	1.6%	-3%	-1%
COc1ccc(OC)c(NC(=O)COc2ccc(S(=O)(=O)NC(C)C)cc2)c1	8%	0%	i	5%	-5%
CCOc1ccc(-n2c(SCc3nc(-c4ccc(C)cc4)no3)nnc2-c2ccncc2)cc1	7%	1%	1.3%	5%	0%
S=C(NCCCc1ccccc1)Nc1ccccc1Cl	?	50%	i	6%	2%
Cc1cc(N(C)C)ccc1[N+](=O)[O-]	-10%	1%	i	-2%	-4%
CC(C)CSc1nc2ccccc2[nH]1	27%	-5%	i	-5%	-2%
CCOC(=O)N1CCN(C(=O)c2c(-c3c(Cl)cccc3Cl)noc2C)CC1	-8%	-6%	0.8%	7%	8%
O=C(Oc1ccccc1)N1CCN(c2ccc(F)cc2)CC1	68%	-4%	5.1%	-14%	1%
CCOC(=O)c1ccc(-n2[nH]c(-c3ccccc3)cc2=O)cc1	-4%	-2%	i	0%	-6%
CCCOC(=O)c1ccc(NC(=O)C2CCCO2)cc1 (stereo unspecified)	70%	?	4.5%	-3%	9%
O=C(O)c1sccc1Oc1ccc(NS(=O)(=O)c2ccccc2)cc1	-8%	1%	i	-1%	-6%
COc1cc(C(=O)Nc2cc(S(=O)(=O)N3CCOCC3)ccc2N2CCN(C)CC2)cc(OC)c1OC	·	·	4.9%	6%	·
COC(=O)Nc1ccc(S(=O)(=O)Nc2ccc(C(=O)O)cc2)cc1	1%	7%	i	-11%	-35%
Cc1ccc(-c2nc3ncccc3o2)cc1NC(=O)c1ccco1	-17%	-7%	2.6%	-17%	4%
O=C(Cc1cccs1)N(c1ccc(Cl)cc1)C1C=CS(=O)(=O)C1 (stereo unspecified)	4%	1%	i	-4%	-4%
O=C(COC(=O)c1ccc2c(c1)C(=O)N(c1cccc3ncccc13)C2=O)c1ccc(Cl)cc1	76%	5%	i	2%	-10%
COc1ccccc1OCC(=O)Nc1cccc(-c2nc3ccccc3o2)c1	10%	-5%	10%	-3%	6%

Nothing new here: an excerpt of the list.
SMILES	tuberculosis growth	M. tuberculosis HTS	inhibitors of VEEV	influenza NS1A	Salmonella PhoP GFP	others
O=C(Cc1cccs1)N(c1ccc(Cl)cc1)C1C=CS(=O)(=O)C1 (stereo unspecified)	4%	1%	i	-4%	-4%
O=C(COC(=O)c1ccc2c(c1)C(=O)N(c1cccc3ncccc13)C2=O)c1ccc(Cl)cc1	76%	5%	i	2%	-10%
COc1ccccc1OCC(=O)Nc1cccc(-c2nc3ccccc3o2)c1	10%	-5%	10%	-3%	6%

(next part)
SMILES	tuberculosis growth	M. tuberculosis HTS	inhibitors of VEEV	influenza NS1A	Salmonella PhoP GFP	others
O=c1c2[nH]c3ccccc3c2ncn1Cc1ccco1	-9%	0%	2.8%	-3%	-5%
Cc1ccc(NC(=O)CSc2nc(=O)n(Cc3ccncc3)c3c2CCC3)c(C)c1	2%	2%	5.9%	-4%	3%
COC(=O)c1ccc(CSc2nnc(-c3c[nH]c4ccccc34)n2C)o1	48%	?	1.8%	-7%	3%
COc1ccc(NC(=O)CN(C)C(=O)CN2C(=O)c3ccc([N+](=O)[O-])cc3C2=O)cc1	-8%	-4%	1.1%	0%	-5%
CC1=C(c2ccc(Cl)cc2)[N+](=O)C(C)(C)N1[O-]	-4%	0%	0.8%	5%	-5%
Nc1nc(COC(=O)C2CC(=O)N(CCc3ccccc3)C2)nc(Nc2ccccc2)n1 (stereo unspecified)	7%	2%	0.9%	-6%	·
Fc1cccc(Cl)c1C1Nc2cccc3cccc(c23)N1	44%	28%	2.9%	-4%	-9%
CC1CCN(C(=O)c2[nH]cnc2C(=O)Nc2ccccc2)CC1	?	48%	2.0%	-5%	·
O=C1COc2ccc(C(=O)COC(=O)C3CCN(S(=O)(=O)c4cccs4)CC3)cc2N1	-7%	-7%	1.1%	-1%	7%
COc1cccc(-c2noc(C3CCCN(C(=O)c4ccccc4OC)C3)n2)c1 (stereo unspecified)	17%	2%	0.3%	-4%	-7%
N#Cc1ccsc1NC(=O)CN(Cc1ccccc1)Cc1ccccc1	52%	8%	2.1%	-7%	-8%
Cc1ccccc1NC(=O)CN1CCC(NC(=O)Nc2ccccc2)CC1	-5%	-2%	6.0%	-6%	1%
Cc1nn(-c2ccccc2)c(C)c1/C=N/O	-8%	2%	1.3%	8%	0%
CCCNC(=O)c1cc(-c2ccc(Br)cc2)on1	66%	-8%	3.2%	-17%	-7%
